Source: PubChem
MsrA inhibitor: inhibits bovine methionine sulfoxide reductase A; purified bovine MsrA, absorbance read-out; inhibition, % at 15.5 µM; 360,000 tested, 0.75% active; in the data active = inhibition above about 4.5%;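 note: 0% = vehicle wells with enzyme and 100% = reference inhibitor wells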
CSN inh: blocks human CSN-mediated cullin deneddylation. Purified CSN, SCF-Nedd8-OG deneddylation, fluorescence polarization. inhibition, % at 12.5 µM. 360,000 tested, 0.38% active. Q92905;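 active = pattern-corrected inhibition above about 35%, with an unprinted fluorescence ratio check between 0.5 and 1.5, limit read from the data, passing the limit was not always enough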;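 note: 0% = enzyme with substrate and 100% = substrate without enzyme; some results filed as inactive read as strong as hits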
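Assay system: purified human Csn5 enzyme expressed in HEK293T cells; measure: % inhibition; also added: SCFSkp2-Nedd8OG substrate at 10 nM final; technique: fluorescence polarization; times: reaction 90 min, room temperature; medium: Tris buffer pH 7.5, NaCl, DTT, Tween-20, trehalose, ovalbumin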
Rin1-Abl PPI inh: human Rin1-Abl interaction inhibition. P00519+Q13671. TR-FRET Rin1/Abl binding, biochemical. inhibition, % at 7.35 µM. 360,000 tested, 0.4% active; in the data active = inhibition above about 5%, passing the limit was not always enough
MLLE-PAM2 inh: inhibitors of microRNA-mediated deadenylation, human PABP1 MLLE binding; GST-MLLE / FITC-PAM2 fluorescence polarization; inhibition, % at 20 µM; 360,000 tested, 0.36% active; in the data active = inhibition above about 35%, passing the limit was not always enough;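 note: plate controls were DMSO wells with GST-MLLE for no effect and wells lacking GST-MLLE protein for full effect; some results filed as inactive read as strong as hits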
E coli Lon inh: E. coli protease La inhibition | P0A9M0 | purified E. coli Lon protease, fluorescence polarization | inhibition, % at 7.94 µM | 360,000 tested, 0.42% active | AID 602123; in the data active = inhibition above about 13%, passing the limit was not always enough;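 note: 0% = enzyme with probe and DMSO and 100% = no enzyme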
Rpn11 inh: Rpn11 (human) deubiquitinase inhibition. O00487. human 26S proteasome, Ub4-pepOG fluorescence polarization; 20S core pre-blocked with epoxomicin. calls only at 20 µM. 360,000 tested, 0.59% active. AID 588493;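 active = inhibition at 20 µM, scaled to each plate's controls, above about 33%, limit read from the data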
FAS TE block: FAS thioesterase (human) inhibition. 360,000 tested, 0.67% active. recombinant FAS-TE, OMFH fluorogenic substrate, fluorescence endpoint. AID 602261. inhibition, % at 15 µM. P49327;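 active = compounds whose normalised, plate-corrected inhibition of enzyme fluorescence in the single-dose primary screen is 50% or more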;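 note: 0% = DMSO with enzyme and 100% = substrate without enzyme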
Target sequence (P49327 whole entry, looked up): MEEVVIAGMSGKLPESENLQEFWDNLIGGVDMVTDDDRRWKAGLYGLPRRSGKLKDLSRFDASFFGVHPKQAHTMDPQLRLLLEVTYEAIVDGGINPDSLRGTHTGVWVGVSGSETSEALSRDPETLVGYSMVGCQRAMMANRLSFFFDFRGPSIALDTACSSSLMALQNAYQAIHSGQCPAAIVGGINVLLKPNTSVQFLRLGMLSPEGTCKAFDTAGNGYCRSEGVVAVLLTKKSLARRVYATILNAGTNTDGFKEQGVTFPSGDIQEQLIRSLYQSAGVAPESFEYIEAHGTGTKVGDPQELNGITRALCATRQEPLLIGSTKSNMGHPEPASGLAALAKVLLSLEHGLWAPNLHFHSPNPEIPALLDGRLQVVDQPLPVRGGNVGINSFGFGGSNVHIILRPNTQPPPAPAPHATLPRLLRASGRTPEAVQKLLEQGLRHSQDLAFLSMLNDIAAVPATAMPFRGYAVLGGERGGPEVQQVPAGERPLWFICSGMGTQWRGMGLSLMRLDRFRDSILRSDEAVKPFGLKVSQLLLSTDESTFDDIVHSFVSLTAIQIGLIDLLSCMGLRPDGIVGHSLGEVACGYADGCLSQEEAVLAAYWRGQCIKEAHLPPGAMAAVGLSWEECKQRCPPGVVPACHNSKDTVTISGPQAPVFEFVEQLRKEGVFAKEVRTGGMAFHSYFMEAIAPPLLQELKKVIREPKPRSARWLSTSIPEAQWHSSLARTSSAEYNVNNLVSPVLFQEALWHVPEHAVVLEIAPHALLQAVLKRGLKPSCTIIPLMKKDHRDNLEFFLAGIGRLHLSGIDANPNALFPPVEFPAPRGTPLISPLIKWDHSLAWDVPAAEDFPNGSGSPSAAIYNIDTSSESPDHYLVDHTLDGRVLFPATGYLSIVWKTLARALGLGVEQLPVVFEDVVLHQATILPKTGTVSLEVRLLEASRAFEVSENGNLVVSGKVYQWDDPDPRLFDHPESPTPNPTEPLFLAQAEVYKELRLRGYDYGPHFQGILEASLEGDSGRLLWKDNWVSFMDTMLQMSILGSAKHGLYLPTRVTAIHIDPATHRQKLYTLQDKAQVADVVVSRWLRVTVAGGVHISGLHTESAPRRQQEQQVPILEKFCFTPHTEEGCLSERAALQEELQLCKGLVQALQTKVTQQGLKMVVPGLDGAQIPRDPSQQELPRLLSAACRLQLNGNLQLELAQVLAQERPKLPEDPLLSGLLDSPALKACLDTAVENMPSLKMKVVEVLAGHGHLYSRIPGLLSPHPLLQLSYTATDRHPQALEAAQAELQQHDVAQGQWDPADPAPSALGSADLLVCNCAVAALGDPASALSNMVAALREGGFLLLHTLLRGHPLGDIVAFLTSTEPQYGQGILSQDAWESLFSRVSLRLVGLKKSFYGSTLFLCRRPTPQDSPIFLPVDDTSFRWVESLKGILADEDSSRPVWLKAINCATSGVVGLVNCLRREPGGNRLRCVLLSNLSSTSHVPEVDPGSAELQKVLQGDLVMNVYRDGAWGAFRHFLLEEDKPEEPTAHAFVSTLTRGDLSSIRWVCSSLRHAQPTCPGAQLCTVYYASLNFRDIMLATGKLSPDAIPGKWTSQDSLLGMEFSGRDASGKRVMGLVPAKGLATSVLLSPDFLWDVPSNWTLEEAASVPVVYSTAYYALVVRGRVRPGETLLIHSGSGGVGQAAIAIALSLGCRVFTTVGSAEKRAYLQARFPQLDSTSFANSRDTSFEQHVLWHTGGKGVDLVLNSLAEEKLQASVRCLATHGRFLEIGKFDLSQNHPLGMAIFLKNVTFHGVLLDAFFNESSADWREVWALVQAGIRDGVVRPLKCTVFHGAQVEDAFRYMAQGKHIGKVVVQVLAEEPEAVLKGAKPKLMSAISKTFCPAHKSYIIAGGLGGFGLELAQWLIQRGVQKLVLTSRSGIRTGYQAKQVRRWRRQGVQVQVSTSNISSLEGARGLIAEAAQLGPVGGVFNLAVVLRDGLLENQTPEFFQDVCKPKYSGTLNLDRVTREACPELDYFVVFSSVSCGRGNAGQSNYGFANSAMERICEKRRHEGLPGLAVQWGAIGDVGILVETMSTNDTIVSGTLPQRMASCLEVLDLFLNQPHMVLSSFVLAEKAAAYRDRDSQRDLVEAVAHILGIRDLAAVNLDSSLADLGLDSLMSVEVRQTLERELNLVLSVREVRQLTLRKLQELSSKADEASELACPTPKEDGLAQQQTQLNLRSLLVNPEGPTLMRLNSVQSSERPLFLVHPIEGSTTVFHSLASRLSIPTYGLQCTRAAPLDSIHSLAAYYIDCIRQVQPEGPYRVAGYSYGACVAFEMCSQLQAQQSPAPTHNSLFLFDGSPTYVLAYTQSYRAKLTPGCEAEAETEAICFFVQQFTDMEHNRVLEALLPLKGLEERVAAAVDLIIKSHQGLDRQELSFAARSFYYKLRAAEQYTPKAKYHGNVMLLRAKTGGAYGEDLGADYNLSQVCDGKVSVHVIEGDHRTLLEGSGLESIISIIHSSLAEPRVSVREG
MsrA act: bovine methionine sulfoxide reductase A activation. purified bovine MsrA, absorbance read-out. activation, % at 10.6 µM. 360,000 tested, 0.3% active. AID 602163; in the data active = activation above about 7.5%;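 note: 0% = vehicle and 100% = reference activator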
MT1-MMP act inh: blocks activation of human MT1-MMP; HT1080 RFP-PRO-GFP cells, GFP/RFP ratio fluorescence, overnight; percent of plate control window, DMSO zero; GFP/RFP ratio change, % at 20 µM; 360,000 tested, 0.061% active; AID 651647;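 active = GFP/RFP ratio change of at least 30% with cell ATP level not reduced by more than half and red fluorescence within 50% of control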; note: strong numbers were not always called active
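Test system: HT1080 cells expressing an RFP-PRO-GFP fluorescent reporter construct / Compound dosing: single-point 20 µM compound, 1% DMSO / Schedule: cells overnight before dosing, compound overnight, 37 °C, 5% CO2 / Evaluation: GFP/RFP fluorescence ratio / Control set: DMSO and RFP-L50D-GFP cell wells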
The depositor's hits bear a star; i = inactive; nt = not tested or not shown.

SMILES	MsrA inhibitor	CSN inh	Rin1-Abl PPI inh	MLLE-PAM2 inh	E coli Lon inh	Rpn11 inh	FAS TE block	MsrA act	MT1-MMP act inh
CC(C)CC1(C(=O)NCc2cc(F)cc(C(F)(F)F)c2)C=CCN1C(=O)c1ccccc1 (configuration not stated)	-0.5	-2	2	7	18	i	16	-7	-1
COC(=O)C1CSc2[nH]c(=O)sc2C1c1ccc(OC)c(OC)c1 (configuration not stated)	1.0	1	1	34	0	i	-12	-10	1
O=C(Nc1cccc([N+](=O)[O-])c1)C1CC(=O)N(C2CCCCC2)C1 (configuration not stated)	0.9	1	1	16	4	i	18	-1	7
Cc1cc(C(=O)Nn2c(-c3ccc(Br)cc3)nc3ccccc3c2=O)ccc1[N+](=O)[O-]	0.6	-2	2	-12	4	i	50	-4	1
COc1cc2ncnc(NCc3ccco3)c2cc1OC	-0.1	8	-1	18	14	i	-6	-2	0
CCOC(=O)c1c(C)sc2c1N(C(C)=O)c1cc(Cl)ccc1S2	-0.6	-1	2	10	-4	i	16	-3	-10
COC(=O)c1cc2c(ccn2C)n1C	1.8	-8	4	2	2	i	-1	-2	-1
COc1ccc(NC(=O)C2CCC(N3C(=O)C4CCCCC4C3=O)CC2)cc1 (configuration not stated)	-1.1	1	-1	8	5	i	-2	0	4
N=c1c(S(=O)(=O)c2ccc(Br)cc2)cc2c(=O)n3ccccc3nc2n1C1CCCC1	0.1	1	-1	5	-1	i	24	-1	1
Cc1ccc(S(=O)(=O)NCC(=O)N(CC(=O)NCC2CCCO2)Cc2ccc(Cl)cc2)cc1 (configuration not stated)	0.3	-4	2	4	7	i	-2	0	0
NC(=O)Nc1ccc(C(=O)OCC(=O)N2CCc3ccccc3C2)cc1	0.9	-5	4	-5	-6	i	-2	-5	1
c1ccc2[nH]c(NCCCN3CCOCC3)nc2c1	-1.0	-3	-1	-4	-10	i	-13	4	6
CC(=O)c1cccc(-c2ccnc3c2CC(C(=O)Nc2ccc(Cl)cc2)O3)c1 (configuration not stated)	0.6	-3	3	-5	-12	i	43	0	0
N#Cc1cn(N2CCCCC2)c(=O)[nH]c1=O	1.0	1	3	5	1	i	-4	-4	1
Cc1cccc(C)c1OCC(O)CN1CCN(C(=O)c2ccccc2)CC1 (configuration not stated)	-0.8	-1	-5	-8	-7	i	-4	1	0
COC(=O)C(Cc1cnc(Cl)s1)(C(=O)OC)c1ccccc1[N+](=O)[O-]	3.0	-1	1	-12	0	i	-8	-14	1
Cn1cccc1CC(=O)N/N=C/c1ccco1	-1.1	0	0	9	-4	i	-1	-2	-1
O=C(O)c1c[nH]c2cc(C(F)(F)F)ccc2c1=O	nt	0	1	-5	7	i	-4	-2	3
O=C(CCC1CC(=O)Nc2ccccc21)NCc1cccnc1 (configuration not stated)	-0.4	0	0	-12	-9	i	-10	-5	1
COc1cc(/C=C2\C(=N)N3N=C(S(C)(=O)=O)SC3=NC2=O)cc(OC)c1OCCOc1cccc(C)c1	1.1	5	3	-4	-10	i	4	-4	0
O=S(=O)(Nc1ccccc1Cl)c1ccc(-c2ccccn2)s1	-0.2	97	2	-8	0	i	-3	2	-1
CC(=O)c1ccc2c3c(cccc13)C(=O)N(c1c(C)nn(C)c1C)C2=O	2.5	-3	-2	-93	5	i	-5	2	-13
O=C(NCCO)C(=O)c1c(-c2ccccc2)cc2ccccn12	1.1	8	-5	22	-10	i	-2	-2	-1
O=C(NCc1ccccc1)C(=O)NCC1COc2ccccc2O1 (configuration not stated)	1.1	7	-3	-10	7	i	-2	-4	3
O=C(Nc1ccc(Cl)cc1F)C1CCCN(C2=NS(=O)(=O)c3ccccc32)C1 (configuration not stated)	-0.4	1	2	-18	-4	i	2	-5	-2
CCC1CN(C(=O)NCc2ccc(C)cc2)c2cc(Cl)ccc2O1 (configuration not stated)	0.7	1	1	9	-3	i	20	0	-5
O=C(Cn1c(CO)nc2ccccc21)Nc1ccc2c(c1)OCCCO2	2.7	-1	1	0	-9	i	-4	-2	4
CC(C)OC(=O)Nc1ccc2c(c1)N(C(=O)CCN(C)C)c1ccccc1CC2	-0.4	-1	1	2	11	i	-4	0	3
CCn1c(SCC(=O)N2CCCC2)nc2c(c1=O)SC(C)C2 (configuration not stated)	1.4	2	-1	1	-12	i	-5	-3	4
Cc1cc2ccccc2n2c(SCC(=O)N3CCOCC3)nnc12	-1.4	2	4	6	-7	i	-5	-2	7
COc1ccc(NC(=O)c2cccc(-n3cnnn3)c2)cc1	-0.1	0	-6	0	-2	i	14	-3	1
N#CCn1c(Cc2ccccc2)nc2ccccc2c1=O	0.4	-2	-3	-9	-4	i	0	-1	-3
COC(=O)c1cccc(N(CC(=O)NC2CCCC2)C(=O)CNC(=O)c2cccs2)c1	0.3	0	0	-1	-7	i	-1	-1	3
COc1ccc(S(=O)(=O)N(C)C[C@H]2OCc3cnnn3CCCC(=O)N([C@@H](C)CO)C[C@H]2C)cc1	-2.2	-5	-1	17	1	i	-8	-3	-1
CC/C(=C\c1ccc(N(C)C)cc1)c1ccncc1	1.8	4	2	-5	1	i	1	-1	-7
Cc1cn(CC(=O)NCc2ccccn2)c(=O)[nH]c1=O	0.0	3	-3	-13	-5	i	-8	-1	1
CCN(CC)C(=O)CSc1nc(O)c(Cc2ccccc2)c(=O)n1-c1ccccc1C	-0.8	-1	0	23	0	i	-6	-6	-2
Cc1cccc(NC(=O)CCCCC(=O)Nc2cccc(C)c2)c1	0.0	8	0	14	8	i	-7	-6	2
Cc1ccc(NC(=S)NNC(=O)Cn2nc([N+](=O)[O-])cc2C)cc1	nt	-5	-3	-2	-7	i	-4	1	1
CCOC(=O)C1=C(C)NC(C)=C(C(=O)OCC)C1c1cn(-c2ccccc2)nc1-c1ccco1	-0.4	-1	0	-7	-6	i	-5	-3	-3
CCOC(=O)CSc1cc(=O)n(CC)c2ccccc12	2.7	-2	-25	9	3	i	-4	1	-2
CCn1c(COc2cc(C)cc(C)c2)nnc1SCC(=O)N1CCN(c2ccccc2)CC1	1.4	1	1	-118	2	i	8	-8	-8
CN(C)c1cc(NC(=O)CN2CCOCC2)c2ccccc2n1	nt	2	-2	-11	-13	i	-10	-13	4
COc1ccc(-c2nc(-c3cccc([N+](=O)[O-])c3O)cc(=O)o2)cc1OC	2.6	-11	2	-7	-3	i	-1	1	11
CN1CCN(CC(=O)Nc2ccc(Cl)cc2Cl)CC1	-0.9	2	2	2	-18	i	-6	3	-2
CC(C)Cn1c(N)c(C(=O)COC(=O)C2CCCCC2)c(=O)n(C)c1=O	-0.5	-1	1	2	5	i	3	-3	2
CN(C)S(=O)(=O)c1ccc(C(=O)Nc2ccccc2C(=O)O)cc1	0.0	2	5	6	6	i	-6	-12	5
CCOc1ccccc1NC(=O)CSc1nc2cc(O)ccc2c(=O)n1-c1ccc(OC)c(OC)c1	0.7	7	1	-10	11	i	6	-2	-2
CCOc1ccccc1CN1CCN(C/C=C/c2ccc(OC)cc2)CC1CCO (configuration not stated)	-0.7	-5	1	-1	-2	i	-5	-3	-1
CCOC(=O)c1cn(CC(=O)Nc2cccc(Cl)c2)nn1	2.8	-1	0	9	-14	i	-5	-8	3
FC(F)Oc1ccc(NC(=S)NC23CC4CC(CC(C4)C2)C3)cc1	-0.3	-1	1	6	-6	i	22	-2	1
Cc1ccc(N2CC(C(=O)NCCS(=O)(=O)N3CCN(c4ccccc4)CC3)CC2=O)cc1 (configuration not stated)	0.4	1	4	-7	7	i	-5	-1	2
CC(=O)c1ccccc1OCC(O)CN1CCN(CCN2C(=O)c3cccc4cccc(c34)C2=O)CC1 (configuration not stated)	0.7	-2	-14	-7	10	i	-1	-12	0
Cc1cccc(NC(=O)C2CCCN(S(=O)(=O)c3ccc4[nH]c(=O)ccc4c3)C2)n1 (configuration not stated)	0.6	-2	0	-8	0	i	0	-2	4
Nc1cc(=O)[nH]c(SCCOc2ccccc2)n1	0.2	-16	3	38	9	i	-3	-2	-2
CCc1nnc(NC(=O)CN2C(=O)NC3(CC(C)CC(C)(C)C3)C2=O)s1 (configuration not stated)	-0.3	-1	1	-4	-2	i	-5	-1	0
CC(C)C(NC(=O)C(NC(=O)C1OC2OC(C)(C)OC2C2OC(C)(C)OC12)C(C)C)C(=O)O (configuration not stated)	-0.5	3	-4	6	6	i	-5	-3	1
c1ccc(CSCc2cn3ccccc3n2)cc1	-0.1	0	0	-11	-6	i	-1	2	-12
O=C(Nc1ccc(Cl)cc1)Nc1csc([N+](=O)[O-])c1	0.5	8	3	-14	-1	i	33	1	-14
CC(=O)NC(c1ccccc1)c1nc(-c2cccc(C(C)C)c2)cs1 (configuration not stated)	-0.5	0	1	2	-4	i	10	2	2
(more compounds)
SMILES	MsrA inhibitor	CSN inh	Rin1-Abl PPI inh	MLLE-PAM2 inh	E coli Lon inh	Rpn11 inh	FAS TE block	MsrA act	MT1-MMP act inh
COc1cc(C)ccc1OCCOCCOc1ccccc1Br	1.5	-3	-3	5	2	i	10	0	-1
O=C(/C=C/c1cccc(F)c1)NC1CCN(Cc2ccccc2)CC1	-1.8	5	3	-2	-1	i	-2	-2	4
CCN(c1ccc(NC(=O)COC(=O)C(C)N=C2NS(=O)(=O)c3ccccc32)cc1)C(C)C (configuration not stated)	1.3	0	0	-2	-1	i	-1	3	4
CC1(C(=O)NC2CCCCCCC2)CCC(=O)N1Cc1ccco1 (configuration not stated)	-0.6	6	1	-2	6	i	-10	-5	1
CSCc1c(C(=O)OCC(=O)c2ccc[nH]2)oc2ccccc12	-1.0	6	3	2	-3	i	2	-9	1

Filtered by structure, the entries above with an NH in an aromatic ring
SMILES	MsrA inhibitor	CSN inh	Rin1-Abl PPI inh	MLLE-PAM2 inh	E coli Lon inh	Rpn11 inh	FAS TE block	MsrA act	MT1-MMP act inh
COC(=O)C1CSc2[nH]c(=O)sc2C1c1ccc(OC)c(OC)c1 (configuration not stated)	1.0	1	1	34	0	i	-12	-10	1
c1ccc2[nH]c(NCCCN3CCOCC3)nc2c1	-1.0	-3	-1	-4	-10	i	-13	4	6
N#Cc1cn(N2CCCCC2)c(=O)[nH]c1=O	1.0	1	3	5	1	i	-4	-4	1
O=C(O)c1c[nH]c2cc(C(F)(F)F)ccc2c1=O	nt	0	1	-5	7	i	-4	-2	3
Cc1cn(CC(=O)NCc2ccccn2)c(=O)[nH]c1=O	0.0	3	-3	-13	-5	i	-8	-1	1
Cc1cccc(NC(=O)C2CCCN(S(=O)(=O)c3ccc4[nH]c(=O)ccc4c3)C2)n1 (configuration not stated)	0.6	-2	0	-8	0	i	0	-2	4
Nc1cc(=O)[nH]c(SCCOc2ccccc2)n1	0.2	-16	3	38	9	i	-3	-2	-2
CSCc1c(C(=O)OCC(=O)c2ccc[nH]2)oc2ccccc12	-1.0	6	3	2	-3	i	2	-9	1

Ordered by the number under Rin1-Abl PPI inh (smallest number first): three of the compounds above.
compound	Rin1-Abl PPI inh
Cc1cccc(C)c1OCC(O)CN1CCN(C(=O)c2ccccc2)CC1 (configuration not stated)	-5
CC(C)C(NC(=O)C(NC(=O)C1OC2OC(C)(C)OC2C2OC(C)(C)OC12)C(C)C)C(=O)O (configuration not stated)	-4
CC(C)Cn1c(N)c(C(=O)COC(=O)C2CCCCC2)c(=O)n(C)c1=O	1
